High-throughput results as filed in PubChem BioAssay.
Apoferritin bind: binds horse apoferritin like a general anesthetic. Potency, µM (highest dose often 77.5 µM), inactives show top-dose activity change, negative = displacement, hits mostly inhibitors. P02791. apoferritin/1-aminoanthracene competitive binding, fluorescence. 350,000 tested, 0.074% active; also: % is scaled to controls: 0 for no effect and ±100 for the full control effect; nearly all actives have a fitted effect of over 20% in size
Target sequence (P02791 2-175 limits assumed): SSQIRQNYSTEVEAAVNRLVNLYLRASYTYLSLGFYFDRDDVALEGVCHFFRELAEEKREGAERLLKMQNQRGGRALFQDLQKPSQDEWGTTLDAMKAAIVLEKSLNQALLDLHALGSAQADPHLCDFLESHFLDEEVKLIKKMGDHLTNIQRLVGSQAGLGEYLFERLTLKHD
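Concentration-response curves derived by four-parameter Hill fitting of normalized fluorescence, where compounds displaced 1-AMA from 10 uM horse apoferritin following a brief 10 min room-temperature incubation; propofol titration acted as positive control.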
BAZ2B inh: inhibitors of human BAZ2B bromodomain; AlphaScreen BAZ2B-H3K14Ac peptide displacement; Potency, µM (highest dose often 114 µM), without a hit: top-dose activity change, negative = inhibition, usual class: inhibitors; 360,000 tested, 4.4% active; AID 504333; also: % is scaled to controls: 0 for no effect and ±100 for the full control effect; nearly all actives have a fitted effect of over 60% in size
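AlphaScreen displacement of biotin-H3(5-23)K14Ac peptide (50 nM final) from BAZ2B (50 nM final) in PBS pH 7.4, 0.01% Tween-20; complex preformed 30 min RT, then compounds (top 110 uM) 30 min RT, beads 20 min dark.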
POLH inh: DNA polymerase eta (human) inhibition. Q9Y253. recombinant Pol eta, fluorescent DNA replication assay. Potency, µM (highest dose often 114 µM), inactives show at the top dose activity change, negative = inhibition, usual class: inhibitors. 390,000 tested, 1.2% active; also: % is scaled to controls: 0 for no effect and ±100 for the full control effect
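Pol eta (10 nM) was preincubated with compounds for 15 min at room temperature, after which fluorescent replication substrate (50 nM final) was added to start the reaction. Fluorescence was read kinetically at 0 and 10 min.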
G9a inh: blocks human histone lysine methyltransferase G9a | AID 504332 | 350,000 tested, 8.8% active | Q96KQ7 | G9a H3K9 monomethylation, AlphaScreen, 2 h | Potency, µM (highest dose often 102 µM), without a hit: at the highest dose activity, negative = inhibition, most hits filed as inhibitors; also: % is scaled to controls: 0 for no effect and ±100 for the full control effect; nearly all actives have a fitted effect of over 75% in size
Target sequence (Q96KQ7 913-1193 limits assumed): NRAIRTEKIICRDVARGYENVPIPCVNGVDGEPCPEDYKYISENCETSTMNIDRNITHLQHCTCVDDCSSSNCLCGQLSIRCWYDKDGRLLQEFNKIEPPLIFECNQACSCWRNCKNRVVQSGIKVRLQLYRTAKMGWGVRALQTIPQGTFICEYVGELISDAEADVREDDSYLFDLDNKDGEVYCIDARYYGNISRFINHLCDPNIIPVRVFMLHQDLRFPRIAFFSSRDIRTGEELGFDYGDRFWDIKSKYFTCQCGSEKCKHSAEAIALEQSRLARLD
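G9a (20 nM) preincubated 15 min RT with compounds, then 500 nM biotinylated H3K9 peptide and 20 uM SAM added; 2 h RT reaction. Monomethyl-H3K9 product detected by AlphaScreen with anti-H3K9me1 antibody, streptavidin donor and anti-rabbit IgG acceptor beads.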
BLM helicase inh: Bloom syndrome helicase (human) inhibition. P54132. recombinant BLM DNA unwinding, fluorescence dequenching. Potency, µM (doses to about 56.1 µM), for the others: top-dose activity change, negative = inhibition, hits mostly inhibitors. 350,000 tested, 0.2% active. AID 2528;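 also: plate controls were vehicle for no effect and no enzyme for full effect; nearly all actives have a fitted effect of over 35% in size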
Pol kappa inh: inhibitors of human DNA polymerase kappa; Q9UBT6; purified Pol kappa, fluorescent DNA synthesis assay, 10 min; Potency, µM (series often up to 107 µM), inactives show at the top dose activity, negative = inhibition, actives largely listed as inhibitors; 400,000 tested, 0.53% active; AID 588579; also: % is scaled to controls: 0 for no effect and ±100 for the full control effect
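Kinetic fluorescence screen: compound preincubated 15 min RT with 10 nM enzyme; 50 nM substrate (final) initiates; reads at 0/10 min.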
APE1 inh: APE1 (human) endonuclease inhibition. P27695. recombinant APE1, TAMRA/BHQ-2 abasic DNA cleavage fluorescence. Potency, µM (top dose mostly 65.8 µM), without a hit: at the top dose activity change, negative = inhibition, actives largely listed as inhibitors. 350,000 tested, 0.35% active. AID 2517;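 also: plate controls were vehicle for no effect and reference inhibitor for full effect; nearly all actives have a fitted effect of over 55% in size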
Target sequence (P27695 whole entry, looked up): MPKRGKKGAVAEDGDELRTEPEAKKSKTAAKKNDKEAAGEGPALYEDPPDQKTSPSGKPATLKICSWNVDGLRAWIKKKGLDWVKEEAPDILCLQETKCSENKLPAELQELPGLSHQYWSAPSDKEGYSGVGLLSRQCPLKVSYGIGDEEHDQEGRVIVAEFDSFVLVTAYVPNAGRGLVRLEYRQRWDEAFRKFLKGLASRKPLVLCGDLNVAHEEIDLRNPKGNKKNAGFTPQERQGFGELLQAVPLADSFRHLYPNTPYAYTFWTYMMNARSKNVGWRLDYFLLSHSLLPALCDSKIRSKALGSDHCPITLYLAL
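Incision of a quenched TAMRA/BHQ-2 THF abasic-site duplex (50 nM) by 0.75 nM APE1, after 15 min compound preincubation, measured as fluorescence increase over three 60 s reads. Values normalized to buffer, DMSO and NSC13755 control wells.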
POLI inh: blocks human DNA polymerase iota activity; Pol iota fluorescent replication assay, 10 min; Potency, µM (top dose mostly 115 µM), inactives show at the top dose activity, negative = inhibition, hits mostly inhibitors; 390,000 tested, 1% active; AID 588590
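Fluorescent replication assay read twice, at 0 min and 10 min after adding 50 nM (final) substrate. Enzyme (10 nM) and compounds were first incubated 15 min at room temperature; enzyme-free buffer wells were negative controls.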
Pol beta inh: blocks human DNA polymerase beta activity. Pol beta primer extension/strand displacement, fluorescence kinetic. Potency, µM (series often up to 114 µM), without a hit: top-dose activity change, negative = inhibition, most hits filed as inhibitors. 340,000 tested, 1.3% active. AID 485314; also: % is scaled to controls: 0 for no effect and ±100 for the full control effect
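Kinetic readout of DNA synthesis with strand displacement by Pol beta. Compound and 10 nM enzyme sit 15 min at room temperature; 50 nM substrate starts the reaction, read immediately and at 10 min.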
* marks the source's active call; other numbers are inactive results; ? = inconclusive; · = no result given; & = joins results of further samples; [ ] = remark or other dose. Calls follow the shape of the dose curve; as a rule, active = well fitted curve in the direction sought with a large enough effect; inconclusive = small, poorly fitted or top-dose-only effect, or another doubt; inactive = no such curve, though single readings can be large; an effect the other way counts as inactive or inconclusive. Potency is read from the fitted curve at half-maximal effect.

SMILES	Apoferritin bind	BAZ2B inh	POLH inh	G9a inh	BLM helicase inh	Pol kappa inh	APE1 inh	POLI inh	Pol beta inh
CC(C)OCCCNC(=O)NC(=O)c1ccc(Cl)cc1	-7.2%	-2.3%	-4.7%	1.3%	0.6%	4.6%	0.9%	116.8%[activator]	57.5%
CCOC(=O)Cn1nc(C)n(-c2ccc(Br)cc2)c1=O	-14.3%	-25.8%	0.5%	?	-2.4%	-6.1%	-0.6%	-10.3%	-0.4%
Cc1cccc(NC(=O)c2cc(-c3ccc4c(c3)OCCO4)on2)c1	59.1%[activator]	25.7%	-12.7%	42.4%[59 µM]	-5.6%	9.0%	·	13.9%	-1.2%
Cc1ccc(C(=O)Nc2ccc(S(=O)(=O)N3CCc4ccccc4C3)cc2)o1	-11.0%	-6.2%	-1.4%	-30.4%[12.7 µM]	-8.9%	-5.0%	-3.3%	-5.3%	-1.9%
COc1ccc(NC(=O)CNC(=O)Cc2cccc3ccccc23)c(OC)c1	·	-11.2%	-13.3%	?	·	-3.8%	5.5%	41.0%[activator]	·
COc1ccccc1N1CCN(C(=O)/C=C/c2ccccc2)CC1	3.6%	8.8%	1.4%	13.8%[59 µM]	2.5%	2.5%	-4.4%	8.5%	3.6%
CCN(CC)c1nc2n(c(=O)n1)CCN2CC	2.9%	1.0%	-17.5%	-35.4%[12.7 µM]	-0.6%	-0.7%	2.6%	1.5%	3.6%
CCN(C(=O)CSc1nnnn1-c1ccc(OC)cc1)C1CCS(=O)(=O)C1 (centres undefined)	·	·	-14.2%	·	·	-13.8%	13.7%	11.6%	·
Cc1ccccc1Cn1c(CN2CCC(C(=O)NCCN(C)C)CC2)cc2ccccc21	-4.2%	?	-19.5%	?	12.8%	0.7%[60.1 µM]	·	9.3%	-0.4%
Cn1c(=O)c2c(nc(SCc3cc4c(cc3Cl)OCO4)n2C)n(C)c1=O	-16.5%	0.3%	·	2.5%[59 µM]	-0.3%	·	10.2%	·	14.9%
O=S(=O)(c1ccc2ccccc2c1)N1CCN(CCO)CC1	3.0%	-3.0%	-2.1%	?	0.4%	-7.6%	6.0%	5.0%	21.1%
COc1ccccc1-c1cc(C(=O)Nc2c(F)cc(F)cc2Br)no1	-20.6%	8.7%	-8.7%	2.9%	-9.7%	-19.3%	-6.9%	26.8%	16.1%
COc1ccc(OCCCC(=O)Nc2nccs2)cc1	-11.5%	-20.4%	-24.7%	?	-2.2%	-3.6%	2.7%	109.4%[activator]	0.9%
O=C(COc1ccc2c(-c3ccccc3)cc(=O)oc2c1)NCCCn1ccnc1	-19.6%	?	-9.2%	1.3%[12.7 µM]	-2.1%	10.4%	42.2%	20.1%	?
CCCn1c(SCC(=O)N2c3ccccc3CCc3ccccc32)nc2c1c(=O)n(C)c(=O)n2C	-7.4%	-2.5%	-7.8%	-5.7%[59 µM]	0.8%	-9.1%	-0.5%	16.8%	?
O=C(/C=C/Nc1ccc(F)c(Cl)c1)c1ccco1	7.0%	5.9%	0.4%	-25.1%[12.7 µM]	-10.6%	-6.9%	-10.4%	?	8.5%
C=CCOc1ccc(Br)cc1CNCCCN1CCOCC1	2.8%	0.0%	-22.6%	-5.1%[59 µM]	1.4%	3.8%	0.8%	1.0%	-0.2%
O=C1c2ccc([N+](=O)[O-])cc2C(=O)N1Cc1cccnc1	0.4%	-24.5%	-25.8%	-26.8%	-1.4%	1.7%	31.9%	?	11.1%
CC(=O)Nc1ccc(NC(=O)C(C)OC(=O)C2(c3ccc(F)cc3)CCCC2)cc1 (centres undefined)	-8.5%	-26.3%	-23.1%	-32.6%	-8.2%	1.4%	-3.6%	33.4%	-9.2%
COC(=O)c1ccc(NC(=O)C[n+]2ccccc2C)cc1	-5.5%	-5.5%	-8.0%	-11.2%	3.2%	-6.9%	-2.7%	-0.4%	24.0%
CC(=O)NCCC(=O)Nc1nc(-c2cccs2)c(-c2cccs2)s1	47.7%[activator]	-1.6%	-5.7%	-0.1%[59 µM]	-9.0%	-11.2%	8.1%	121.4%[activator]	?
O=C(COC(=O)C1CC2CCCC(C1)C2=O)NNC(=O)c1ccccc1F (centres undefined)	·	14.7%	-3.4%	-4.1%	·	-6.7%	-7.2%	12.6%	·
Cc1c(-c2nnc(SCC(=O)O)n2-c2ccccc2Br)nnn1-c1ccccc1	-6.4%	5.1%	-10.7%	14.6%[59 µM]	1.8%	-13.8%	6.6%	-1.2%	61.3%
c1ccc(Cn2c[n+](Cc3ccccc3)cn2)cc1	3.1%	-3.1%	-7.2%	-13.0%	3.2%	-13.0%	2.2%	-7.2%	0.5%
Cc1ccc(C)c2[nH]c(=O)c(CN(CC3CCCO3)C(=S)NCc3ccco3)cc12 (centres undefined)	-8.5%	-31.1%	-12.3%	44.7µM*	-3.2%	-19.0%	-0.8%	24.7%	?
CCOC(=O)c1c(C)[nH]c(C(=O)N2CCCC(C(=O)c3cccc(OC)c3)C2)c1C (centres undefined)	-5.6%	?	-11.4%	·	-7.7%	7.9%	-3.0%	14.2%	0.2%
Cc1ccc2c(c1)C(c1ccccc1)N(C(=O)c1ccccc1F)CC(=O)N2 (centres undefined)	1.9%	-9.2%	-10.1%	-37.7%[59 µM]	-3.0%	-23.9%	·	14.8%	25.6%
COc1ccc(C(=O)c2cn(Cc3ccccc3F)c3cc4c(cc3c2=O)OCCO4)cc1OC	?	-24.8%	-7.0%	-37.9%[59 µM]	-7.2%	-7.8%	·	28.2%	1.9%
Cc1ccc(C(=O)NCCNC(=O)c2ccccc2)cc1	-3.3%	-18.3%	-15.5%	26.4%[59 µM]	-5.5%	-4.9%	11.8%	95.7%[activator]	48.6%[activator]
O=C(CSc1nnc(CNC(=O)C23CC4CC(CC(C4)C2)C3)n1-c1ccccc1)Nc1ccccc1	?	-6.0%	-13.8%	-24.5%	-2.4%	-2.7%	2.9%	11.5%	0.4%
COc1cc([N+](=O)[O-])cc2sc(NC(=O)C3CC3)nc12	-5.6%	?	-2.3%	-0.6%	-7.4%	-26.6%	-4.4%	-8.2%	-14.3%
CCCc1nnc(NC(=O)CCC(=O)N2CCN(Cc3cc(Cl)ccc3OC)CC2)s1	-5.9%	-33.8%	-6.9%	·	0.9%	-6.9%	-4.1%	-10.3%	24.0%
COc1ccc(C(N)=O)cc1N	-1.7%	-5.8%	4.9%	4.1%[59 µM]	1.7%	-6.3%	-9.6%	-39.3%	7.5%
COc1ccccc1Nc1nc(N)nc(CN2CCC(C)CC2)n1	-3.4%	-26.4%	4.7%	-7.4%[59 µM]	-1.2%	-6.8%	?	137.9%[activator]	4.6%
CCOc1cc(NC(=S)NCCCOC)c(OCC)cc1NC(=O)c1ccco1	4.3%	-37.2%	-21.7%	28.1%[59 µM]	-12.2%	-2.1%	10.2%	4.7%	20.7%
C/C(=N\NC(=S)NCc1ccccc1)c1ccc2ccccc2c1	4.3%	?	-22.1%	0.9%[59 µM]	-10.5%	-1.9%	-10.4%	-1.1%	-0.3%
CC1=C(C(=O)OCc2ccccc2)C(c2ccccc2-c2ccccc2)NC(=O)N1CCCCCC(=O)O (centres undefined)	-1.6%&7.5%	50.1µM*	?	50.1µM*	-11.6%&-6.5%	-7.2%	-1.0%&-9.8%	12.7%	-27.8%
Cc1ccc(S(=O)(=O)N2CCOCC2)cc1C(=O)OC(C)C(=O)c1ccccc1 (centres undefined)	·	10.2%	-9.1%	7.9%	·	-8.3%	8.2%	42.6%[activator]	·
CC12CCC(=O)N1C(C(=O)NNC(=O)c1ccc(Cl)cc1)CS2 (centres undefined)	·	19.3%	-22.0%	1.7%[12.7 µM]	·	-12.4%	13.6%	7.6%	·
COC(=O)c1cccc(NC(=O)Cn2cnc3c2c(=O)n(C)c(=O)n3C)c1	-12.7%	?	0.0%	?	-2.2%	-0.1%[60.1 µM]	-5.1%	19.0%	1.5%
Cc1ccc(C2C3=C(CC(C)(C)CC3=O)OC3=C2C(=O)CC(C)(C)C3)cc1	-18.8%	-20.2%	-15.5%	12.5%	2.0%	-2.1%	1.0%	46.4%[activator]	-21.2%
Nc1c(C(=O)CCC(=O)O)oc2ccc(Cl)cc12	1.0%	4.6%	-1.1%	56.2µM*	-0.6%	-20.1%	0.8%	-27.1%	12.0%
CN(C(=O)COC(=O)CSc1ccc([N+](=O)[O-])cc1)C1CCS(=O)(=O)C1 (centres undefined)	·	10.5%	1.2%	50.1µM*	·	-0.6%	-17.2%	5.4%	·
CCOC(=O)C1CCCN(CC(O)COc2cccc(C)c2)C1 (centres undefined)	-2.2%	6.1%	-18.9%	-4.2%[59 µM]	-8.1%	-4.8%	6.2%	5.8%	52.7%
Cc1cccc(Nc2nn3c(=O)c4cc5c(cc4nc3s2)OCO5)c1	-2.0%	-8.0%	-4.7%	?	11.2µM*	-7.7%	·	-2.4%	3.16µM*
CCOc1ccc(C(=O)NCCO)cc1	-8.5%	-7.5%	-18.5%	-29.1%	-1.6%	-3.5%	10.9%	-1.8%	50.1%

Looked up one by one from the entries so far, 4 records:
SMILES	Apoferritin bind	BAZ2B inh	POLH inh	G9a inh	BLM helicase inh	Pol kappa inh	APE1 inh	POLI inh	Pol beta inh
Cc1ccc(C2C3=C(CC(C)(C)CC3=O)OC3=C2C(=O)CC(C)(C)C3)cc1	-18.8%	-20.2%	-15.5%	12.5%	2.0%	-2.1%	1.0%	46.4%[activator]	-21.2%
Nc1c(C(=O)CCC(=O)O)oc2ccc(Cl)cc12	1.0%	4.6%	-1.1%	56.2µM*	-0.6%	-20.1%	0.8%	-27.1%	12.0%
CCOC(=O)C1CCCN(CC(O)COc2cccc(C)c2)C1 (centres undefined)	-2.2%	6.1%	-18.9%	-4.2%[59 µM]	-8.1%	-4.8%	6.2%	5.8%	52.7%
CCOc1ccc(C(=O)NCCO)cc1	-8.5%	-7.5%	-18.5%	-29.1%	-1.6%	-3.5%	10.9%	-1.8%	50.1%

This is a subset; count on the stated rates, not on these rows.
